From PubChem
EBV gp42 inh – blocks Epstein-Barr virus glycoprotein 42 binding; Q1HVG2; Fluorescence polarization binding assay, mP read-out; inhibition, % (tested at 21.74 µM); actives 0.42% (n = 220,000); AID 1085; in the data active means inhibition above about 50%
Target sequence (Q1HVG2 whole entry, looked up): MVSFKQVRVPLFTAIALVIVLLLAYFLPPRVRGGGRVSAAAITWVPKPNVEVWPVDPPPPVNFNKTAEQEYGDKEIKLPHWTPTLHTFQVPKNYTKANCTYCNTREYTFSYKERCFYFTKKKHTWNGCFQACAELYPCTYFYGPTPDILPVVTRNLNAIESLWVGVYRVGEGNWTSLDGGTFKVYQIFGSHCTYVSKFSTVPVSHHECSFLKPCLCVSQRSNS
zfTRPN1 agonist – zebrafish TRPN1 (NompC) channel agonism. actives 0.18% (n = 220,000). activation, % at 3 µM. HEK293 zebrafish TRPN1-YFP, Fluo-8 calcium fluorescence; 100% = response to 87 µM carbachol;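 active means activation above its plate's cutoff, the mean activation of test wells on that plate plus 3 SD, cut at about 19% in these data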;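 further: 0% = DMSO alone and 100% = 87 µM carbachol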
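Control set: carbachol 87 µM as high control, DMSO as low control; system: HEK293 stable line with zebrafish TRPN1-YFP; read-out: % activation versus carbachol response; detection: intracellular calcium fluorescence with Fluo-8; doses: single test compound dose, 3 µM nominal, 0.3% DMSO; schedule: dye 1 h 37 °C plus 30 min RT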
TRPML3 agonist – activates the human TRPML3 channel; Q8TDD5; HEK293 TRPML3-YFP, Fluo-8 calcium fluorescence; 100% = the carbachol control signal; activation, % at 3 µM; actives 0.29% (n = 220,000); AID 1448;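 active means activation above its plate's cutoff, the mean activation of the plate's test wells plus 3 SD, cut at about 12% in these data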;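 further: 0% = DMSO only wells and 100% = carbachol wells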
Target sequence (Q8TDD5 whole entry, looked up): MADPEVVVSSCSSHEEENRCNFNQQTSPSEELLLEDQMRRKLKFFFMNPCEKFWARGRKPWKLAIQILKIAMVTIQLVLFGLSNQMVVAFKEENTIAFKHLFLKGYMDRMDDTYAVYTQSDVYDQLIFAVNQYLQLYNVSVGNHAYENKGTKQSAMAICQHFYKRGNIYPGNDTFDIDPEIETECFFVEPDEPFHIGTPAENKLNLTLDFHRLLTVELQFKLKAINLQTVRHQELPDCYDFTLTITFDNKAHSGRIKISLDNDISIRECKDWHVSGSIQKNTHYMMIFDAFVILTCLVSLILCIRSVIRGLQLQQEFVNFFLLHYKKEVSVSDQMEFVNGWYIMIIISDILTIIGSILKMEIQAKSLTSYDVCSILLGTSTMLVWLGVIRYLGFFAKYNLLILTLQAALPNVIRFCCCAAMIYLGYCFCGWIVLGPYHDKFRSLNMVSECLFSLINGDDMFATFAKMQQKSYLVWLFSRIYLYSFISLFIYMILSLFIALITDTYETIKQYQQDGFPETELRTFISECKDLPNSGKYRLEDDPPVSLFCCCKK
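Test system – HEK293 line with stable expression of human TRPML3-YFP channel · Control set – carbachol 87 µM final as high control (100%), DMSO as low control (0%) · Signal – Fluo-8 calcium dye fluorescence, ex 470-495, em 515-575 nm · Incubation – 1-h 37 °C dye load, 5-s basal, 120-s post-compound reads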
m-calpain inh – blocks pig calpain II enzyme activity | purified calpain II, fluorogenic peptide substrate, 30 min | inhibition, % at 16 µM | actives 0.37% (n = 220,000) | AID 1236;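 active means inhibition above about 50%, limit read from the data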
TbHK1 inh – blocks Trypanosoma brucei hexokinase 1 activity; recombinant TbHK1, G6PDH-coupled NADH A340; inhibition, % at 10 µM; actives 0.11% (n = 220,000);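 active means inhibition of 50% or more in the single-dose primary screen; inactive means inhibition below 50%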
Thrombin inh – thrombin (human) inhibition. actives 0.26% (n = 220,000). alpha-thrombin, Boc-VPR-AMC fluorogenic substrate cleavage. inhibition, % at 5 µM. AID 1046. P00734;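 active means inhibition at or above 40%; inactive means inhibition below 40%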;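 further: 0% = enzyme with no compound and 100% = wells without enzyme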
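Material: human alpha-thrombin protein. Incubation: reaction at ambient temperature. Technique: fluorescence of released AMC, ex 355 nm, em 460 nm. Control set: no-compound enzyme wells and no-enzyme blanks. Also added: Boc-VPR-AMC substrate, 15 µM final. Buffer or medium: pH 7.5 Tris (50 mM) with NaCl 150 mM, Tween 20 0.05%.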
PPC-1+TRAIL kill – kills PPC-1 cancer cells in the presence of TRAIL; PPC-1 cells + TRAIL, ATPLite viability luminescence; cell killing (% activity), % at 4 µM; actives 0.41% (n = 220,000);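 active means cell killing above 50% in the first pass at 4 µM, then a duplicate retest at 5 µM averaging 50% or more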;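 further: plate controls were cells with TRAIL plus DMSO for no effect and medium-only wells lacking cells for full effect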
KCC2 mod – modulators of human KCC2 chloride dependent transport. Q9H2X9. KCC2 cells, thallium flux FluoZin-2 fluorescence. B-score of Tl+ flux slope (higher = more flux/activation; lower = inhibition) at 10 µM. actives 2.2% (n = 190,000);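 active means thallium flux slope and its plate-corrected score both differing from the plate sample mean at a set confidence after two filtering rounds, in either direction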;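 further: slope of fluorescence scaled to starting intensity during 10 to 20 s after thallium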
Furin inhibitor – blocks human furin protease activity; P09958; purified furin, fluorogenic substrate cleavage; inhibition, % at 30 µM; actives 0.061% (n = 220,000); AID 463115; in the data active means inhibition above about 25%; further: inactives centre near -15
* marks the source's active call; other numbers are inactive results; . = not tested or not shown; [ ] = remark or other dose. Hits appear at their usual frequency (roughly 3.6% active in at least one column).

Compound	KCC2 mod	PPC-1+TRAIL kill	EBV gp42 inh	m-calpain inh	TRPML3 agonist	TbHK1 inh	Furin inhibitor	Thrombin inh	zfTRPN1 agonist
O=C(CNc1cccc2ccccc12)c1ccc([N+](=O)[O-])cc1	-0.14	19	2	-77	0.2	-6	-20	-14	1.0
Cc1cc2cc(CNC(=O)Nc3cccc(Cl)c3)ccc2n1C	.	7	-14	9	1.1	15	-25	5	0.6
N#CC(C#N)=Cc1ccc(OCC(=O)N2CCOCC2)cc1	0.069	15	-11	-28	0.3	-12	-23	-4	0.1
CCOc1cc(C2/C(=C(\O)c3cc(C)ccc3C)C(=O)C(=O)N2CCN(C)C)ccc1O (stereo not drawn)	0.71	8	-10	-13	1.2	-35	-3[20 µM]	-2	-0.1
Cc1ccsc1/C=N/N1CCN(c2ccccc2)CC1	.	21	-18	31	0.5	-8	-3[20 µM]	2	0.2
O=C(NCc1cccnc1)C1c2ccccc2C(=O)N1Cc1ccccc1 (stereo not drawn)	-2.1	22	-19	0	-1.0	-2	-20	1	-0.6
Cn1c(=O)[nH]c(=O)c2c1nc(Br)n2Cc1ccccc1Cl	-0.31	1	-20	5	0.6	24	-16	-11	-0.1
CCOC(=O)c1cc(-c2cccs2)nn1CCC#N	0.19	16	13	33	-0.3	5	-11	-4	0.0
O=C(Oc1ccc2c(c1)C(=O)c1ccccc1CO2)c1ccccc1	0.55	18	-19	-9	1.2	1	-24[20 µM]	-1	0.2
NC(=O)CCn1nc(-c2ccccc2)c2ccccc2c1=O	0.76	11	-15	6	0.2	-1	6	-3	0.1
FC(F)(F)c1cc(CCN2C(=S)NC[C@@H]2Cc2ccccc2)cc(C(F)(F)F)c1	-2.5	18	-3	25	-0.7	6	-16	1	-0.7
COc1ccc(-c2nsc3c(SCC(=O)Nc4cc(C)ccc4C)ncnc23)cc1	1.1	27	-9	-140	0.0	-4	-14[20 µM]	-8	0.7
O=C(CCOc1ccc(F)cc1)Nc1nccs1	-0.052	5	-42	-2	0.4	3	-10	-5	0.5
O=c1c(-c2ccc([N+](=O)[O-])cc2)coc2c(O)c(O)ccc12	-0.53	7	-3	-20	0.9	-4	-26	-9	2.2
CCOc1ccc(CNC(=O)C2CCCN(S(C)(=O)=O)C2)cc1OC (stereo not drawn)	1.1	21	-4	-41	0.0	3	-11[20 µM]	-23	0.1
Cc1nn(CC(=O)N/N=C/c2ccc(F)cc2)c(C)c1[N+](=O)[O-]	0.0065	-7	-10	0	0.8	-4	-16	2	1.3
COCCCNC(=O)CC(NS(=O)(=O)c1ccc(F)cc1)c1ccc(OC)cc1 (stereo not drawn)	.	6	8	21	0.5	-6	-14[20 µM]	-9	0.1
Cc1cccc(-n2ccnc2SCC(=O)Nc2nnc(C)s2)c1	.	0	6	-52	0.0	-1	-37	4	0.4
O=C(Nc1ccc2c(c1)OCO2)c1cccc(F)c1	-0.92	21	-11	6	0.1	-1	-17[20 µM]	-4	-0.2
COc1ccc(N2CCN(C(=O)CN(c3cccc(Br)c3)S(C)(=O)=O)CC2)cc1	0.00086	5	-23	7	1.3	3	-18	-1	2.1
CCn1c(Nc2ccccc2Cl)nc2ccccc21	-0.47	-13	22	7	1.4	-5	-26	-1	0.3
CCOC(=O)Cc1csc(N(C)C)n1	-0.0054	-13	-5	2	0.6	-1	-33	0	1.1
CN(C)CCC(=O)NCC1OCCc2ccccc21 (stereo not drawn)	0.65	8	-25	-6	0.9	-4	-23[20 µM]	-2	1.4
CCCCN1C(N)=NC[C@H]1Cc1ccc(O)cc1	-0.97	-8	-5	24	.	-2	-17	1	.
CCOCc1cnc(C)nc1NCC(=O)c1c(C)n(C)c2ccc(OC)cc12	.	-13	-65	5	0.9	-11	3	-11	1.7

(next part)
Compound	KCC2 mod	PPC-1+TRAIL kill	EBV gp42 inh	m-calpain inh	TRPML3 agonist	TbHK1 inh	Furin inhibitor	Thrombin inh	zfTRPN1 agonist
COc1ccc(/C=N/N2CCN(C)CC2)cc1OC	.	19	-5	-36	1.1	-7	-21[20 µM]	-5	0.5
CCSc1ncc(Cl)c(C(=O)Nc2cc(C)ccc2C)n1	0.01	-3	-15	-8	0.2	-20	-25	6	0.2
O=C(Oc1cccc(NC2=NS(=O)(=O)c3ccccc32)c1)c1ccncc1	-0.7	-13	2	-21	0.7	2	-27	-2	0.9
Cc1cc(O)c(C(=O)c2ccccc2C(=O)O)cc1C	-0.24	3	-12	5	-0.2	-1	3	5	0.2
CCCC(=O)N1CCN(c2ccc([N+](=O)[O-])cc2Cl)CC1	0.14	34	-17	11	1.6	17	-5	-3	2.0
Cc1ccsc1/C=N/N1CCN(Cc2ccccc2)CC1	-1.4	12	-12	-6	0.6	-3	-25	-2	0.7
O=C(NNC(=S)Nc1ccc(F)cc1)C1[C@H]2CCCC[C@@H]12 (stereo partly drawn)	1.6	12	1	8	0.1	7	-18	-7	-0.3
O=C(O)CCCC(=O)NNc1ncnc2ccccc12	0.17	-4	-16	-2	0.5	-27	-16	-5	1.1
O=C(CSc1nnc(CNc2cccc(C(F)(F)F)c2)n1Cc1ccco1)NCc1ccco1	0.98	34	-4	-9	0.1	5	-12[20 µM]	-3	0.8
O=C(NNc1nc2ccc(Cl)cc2s1)c1cc(-c2cccs2)nc2ccccc12	0.45	11	-22	-106	0.5	-4	-12	2	0.5
C=CCc1ccc(OCC(O)CN2CCN(Cc3ccc(Cl)cc3)CC2)c(OC)c1 (stereo not drawn)	-1.1	-11	-12	-10	1.3	-15	-29	0	0.7
CCC(C)(C)C1CCc2[nH]nc(C(=O)N/N=C(\C)c3ccco3)c2C1 (stereo not drawn)	0.0089	22	-5	4	0.1	1	-35	-1	-0.2
CCOC(=O)CSc1nnc2cc(C)c3ccccc3n12	-1	21	-10	6	-0.6	0	-22[20 µM]	0	0.0
COc1ccccc1NS(=O)(=O)c1cccc(NC(=O)Nc2cccc(Cl)c2)c1	-0.42	21	-8	-2	0.0	0	-22	-5	1.4
COc1cccc(C2C(C#N)=C(N)OC(C(C)(C)C)=C2C#N)c1 (stereo not drawn)	.	25	-13	-8	-0.3	-1	-17	5	0.1
O=C(Cc1cccs1)N(CC1CCCO1)C1(C(=O)NC2CCCCC2)CCCCC1 (stereo not drawn)	0.78	7	-10	17	0.7	-4	-14	2	-2.5
O=C(CC1N=C(Cc2ccccc2)NNC1=O)N/N=C/c1ccc([N+](=O)[O-])cc1 (stereo not drawn)	-1.4	7	-23	2	0.1	-16	-11	-1	-1.1
CCOC(=O)CN(C#N)c1nc(C)cc(C)n1	.	-5	-21	1	-0.2	1	-16[20 µM]	1	0.2
CC[n+]1c(C)cc2c(sc3ccccc32)c1C	-1.1	6	-54	-54	-0.3	2	-1	-3	0.2
CCOc1ccc(OCC)c(NC(=O)C2CCCN(c3nc(C)cc(C)n3)C2)c1 (stereo not drawn)	-3.7*	11	-6	19	-1.1	-1	-23	11	-2.7
O=C(CCc1nc2ccccc2c(=O)[nH]1)OCC(=O)N1CCc2ccccc21	0.91	4	-9	3	-0.1	3	-22	-5	-0.6
CC(C)C(O)(C#CCN1CCCC1)c1ccccc1 (stereo not drawn)	0.74	13	-14	-14	0.5	-1	-6[20 µM]	4	0.8
Cc1csc(NC(=O)c2ccc(N3CCCC3=O)cc2)n1	1	56*[5 µM]	-15	-4	1.6	-2	-26	-5	0.4
O=[N+]([O-])c1ccc(/C=N/n2c(COc3ccccc3)n[nH]c2=S)cc1	0.48	-2	-18	-22	0.4	-1	-11	8	1.4
CCOC(=O)c1c(NC(=O)CSC(=S)N(C)C)sc(C)c1C	-0.039	1	-7	3	1.0	4	-16	0	-1.3

Quoted from the listing:
Result for Cc1ccsc1/C=N/N1CCN(Cc2ccccc2)CC1 under Thrombin inh: -2
Result for O=C(CCc1nc2ccccc2c(=O)[nH]1)OCC(=O)N1CCc2ccccc21 under TRPML3 agonist: -0.1
Result for O=C(NNC(=S)Nc1ccc(F)cc1)C1[C@H]2CCCC[C@@H]12 (stereo partly drawn) under KCC2 mod: 1.6

Next part:
Compound	KCC2 mod	PPC-1+TRAIL kill	EBV gp42 inh	m-calpain inh	TRPML3 agonist	TbHK1 inh	Furin inhibitor	Thrombin inh	zfTRPN1 agonist
CSc1ccccc1C(=O)NCc1ccc(C)cc1	0.94	34	-11	-4	-1.1	-3	-13	-6	0.8
CCNC(=O)NC(=O)C(C)Sc1nnc(COc2ccccc2Cl)o1 (stereo not drawn)	-3.2	9	13	19	-0.7	0	-18[20 µM]	-5	-1.2
CCOC(=O)c1nc(Nc2ccccc2)c2ccccc2n1	0.72	-11	-5	-10	-0.4	-28	-17[20 µM]	4	3.3
c1ccc2c(CCNc3ncnc4nc[nH]c34)cccc2c1	-3.2*	24	-5	-21	4.7	1	-13[20 µM]	1	5.5
COc1cccc(S(=O)(=O)N2CCN(c3ccccc3F)CC2)c1	-0.086	7	4	12	0.8	4	7[20 µM]	7	0.7
O=C(c1ccc(SCc2cccc(Br)c2)c([N+](=O)[O-])c1)N1CCN(c2ccccn2)CC1	0.069	-9	-4	11	0.4	0	-21	-5	0.2
N[C@@H](Cc1ccc(O)cc1)c1nnc([C@H](CCC(=O)O)NC(=O)C2CCNCC2)o1	-0.014	-1	-6	4	1.0	0	-36	3	1.4
CCc1nnc(NC(=O)CSc2nnc(Cc3cccn3C)n2CCOC)s1	0.85	.	4	14	0.5	-1	-29	-5	0.9
Cn1c(C(C#N)C2=C(Cl)C(=O)N(c3ccccc3)C2=O)nc2ccccc21 (stereo not drawn)	-0.38	2	20	7	0.6	-18	-10	-4	0.8
O=S(=O)(c1ccccc1)N1CCN(c2cc(-c3ccccc3)nc3ncnn23)CC1	1	-5	-4	-6	0.6	-3	-22	10	0.9
CCC1C(=O)Nc2ccccc2N1C(=O)c1ccc(Cl)nc1 (stereo not drawn)	0.017	15	-13	11	0.2	-2	-25	-2	0.0
CCOC(=O)c1cc([N+](=O)[O-])sc1NC(=O)c1ccc(S(=O)(=O)N2CC3(C)CC2CC(C)(C)C3)cc1 (stereo not drawn)	-0.063	3	-44	-13	0.5	-12	-17	-6	-0.6
COCCn1c(SCC(=O)Nc2cccc(OC)c2)nnc1-c1ccccc1	.	14	-14	-5	-0.9	-4	-17[20 µM]	0	-0.3
CCCCc1nn(-c2cc(Cl)ccc2OC)c2c1C(=O)CC(C)(C)C2	-1.8	-33	0	-26	-0.6	-7	-8	-5	-1.4
COC(=O)C1CCN(C(=O)COC(=O)CC(NC(N)=O)c2ccc(Cl)cc2)CC1 (stereo not drawn)	0.84	21	-9	19	-0.1	-2	-11	2	-1.1
O=C(CSc1ccc(Cl)cc1)NCc1ccco1	0.29	8	14	-11	-0.8	1	-12	-12	-2.0
O=C(NCC(c1cccnc1)N1CCOCC1)NC1CCCCC1 (stereo not drawn)	1.1	-3	2	-21	0.7	2	-31	-12	-1.1

Two of these compounds in another layout.
CCCCc1nn(-c2cc(Cl)ccc2OC)c2c1C(=O)CC(C)(C)C2
- KCC2 mod: -1.8
- PPC-1+TRAIL kill: -33
- EBV gp42 inh: 0
- m-calpain inh: -26
- TRPML3 agonist: -0.6
- TbHK1 inh: -7
- Furin inhibitor: -8
- Thrombin inh: -5
- zfTRPN1 agonist: -1.4

COc1cccc(S(=O)(=O)N2CCN(c3ccccc3F)CC2)c1
- KCC2 mod: -0.086
- PPC-1+TRAIL kill: 7
- EBV gp42 inh: 4
- m-calpain inh: 12
- TRPML3 agonist: 0.8
- TbHK1 inh: 4
- Furin inhibitor: 7[20 µM]
- Thrombin inh: 7
- zfTRPN1 agonist: 0.7
